# D1 agonist: human D1 receptor agonism. HEK293 T-REx D1 cells, calcium flux, agonist mode. activation, % at 2 µM. 360,000 compounds, 1% hits. AID 504660; in the data active means activation above about 30%; further: 0% is about no effect
#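 Inducible HEK293 T-REx D1 cells, force-coupled to calcium signalling, were plated at 4000 cells/well with tetracycline and held overnight at 30 C. After no-wash calcium dye loading, compound-evoked calcium rise over 180 s flagged agonists.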
# D1 antagonist: antagonists of human D1 dopamine receptor; P21728; HEK293 TREx D1 cells, calcium flux, dopamine EC80; hits give low values; activity change, negative = inhibition, % at 10 µM; 360,000 compounds, 3.2% hits; in the data active means activity change below about -30%; further: on the % scale 0 is the no-effect control and ±100 the full control effect
#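 Allosteric or orthosteric antagonism assessed as attenuation of the calcium response to EC80 dopamine, added 180 s after compound, in induced HEK293 Trex D1 cells loaded with no-wash calcium dye.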
# Glioma ERSR ind: induces the endoplasmic reticulum stress response in human glioma cells; U87-MG GRP78 promoter luciferase reporter, 16 h; 420,000 compounds, 0.02% hits; Potency, µM, inactives show at the top dose activation, most hits filed as activators; further: potency means the concentration at half of the fitted maximal effect; series mostly up to about 76 µM; % of control where 0% means no effect; nearly all actives have a fitted effect of over 35% in size
#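 ERSR induction read as luciferase luminescence (Bright-Glo, 10 min at room temperature) in stably transfected human U87-MG glioma cells exposed to compounds for 16 h, using GRP78 as sensor.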
# Vif-APOBEC3G blk: blocks the Vif interaction with human APOBEC3G. HeLa A3G-eYFP + Vif (tagged APOBEC3G with the HIV-1 protein that degrades it), YFP fluorescence, overnight. Potency, µM (titrated, usually from 46.1 µM), for the others: at the top dose activity, negative = active, actives largely listed as inhibitors. 410,000 compounds, 0.076% hits;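 further: potency means the concentration at half of the fitted maximal effect; on the % scale 0 is the no-effect control and ±100 the full control effect; nearly all actives have a fitted effect of over 60% in size; hits raise eYFP signal because A3G escapes Vif-driven loss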
# Target sequence (Q9HC16 whole entry, looked up): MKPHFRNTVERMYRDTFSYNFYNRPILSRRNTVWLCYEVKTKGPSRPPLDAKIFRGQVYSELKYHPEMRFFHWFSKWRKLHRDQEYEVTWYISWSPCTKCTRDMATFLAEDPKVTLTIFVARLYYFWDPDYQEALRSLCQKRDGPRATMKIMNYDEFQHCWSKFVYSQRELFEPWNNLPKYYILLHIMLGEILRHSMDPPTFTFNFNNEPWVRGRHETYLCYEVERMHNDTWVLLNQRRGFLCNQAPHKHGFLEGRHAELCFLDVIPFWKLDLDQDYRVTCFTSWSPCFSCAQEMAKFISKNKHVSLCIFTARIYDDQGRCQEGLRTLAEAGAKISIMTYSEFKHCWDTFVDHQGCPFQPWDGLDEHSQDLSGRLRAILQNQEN
#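 Read-out is eYFP fluorescence (Ex 488/Em 500-530) from Vif-expressing HeLa A3G-eYFP cells; more signal means A3G escaped Vif-mediated degradation. Cells plated overnight, compound pinned in, incubated overnight at 37 deg C.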
# D2 potentiator: D2 dopamine receptor (human) potentiation; HEK293 T-REx D2, calcium flux, EC20 dopamine potentiation; potentiation, % at 10 µM; 340,000 compounds, 0.34% hits;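 active means potentiation over 3 SD above the plate norm, cut at about 30% in these data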; further: 0% is about no effect
# Target sequence (P14416 whole entry, looked up): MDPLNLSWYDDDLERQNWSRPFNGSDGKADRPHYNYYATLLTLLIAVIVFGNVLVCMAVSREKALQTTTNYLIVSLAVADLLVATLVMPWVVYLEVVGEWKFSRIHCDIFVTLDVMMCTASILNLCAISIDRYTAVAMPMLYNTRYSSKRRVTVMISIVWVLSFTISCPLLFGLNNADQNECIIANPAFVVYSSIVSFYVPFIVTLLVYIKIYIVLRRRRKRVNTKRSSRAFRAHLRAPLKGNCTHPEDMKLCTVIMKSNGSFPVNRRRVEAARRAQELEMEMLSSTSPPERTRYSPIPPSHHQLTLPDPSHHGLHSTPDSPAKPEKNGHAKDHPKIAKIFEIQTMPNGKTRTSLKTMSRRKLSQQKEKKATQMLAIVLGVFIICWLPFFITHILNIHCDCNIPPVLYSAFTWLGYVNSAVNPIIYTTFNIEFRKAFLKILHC
#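 Tetracycline-induced HEK293 T-REx cells force-coupled to calcium signalling expressed D2; compounds were pin-added after a 10 s baseline, read kinetically 180 s, then an EC20 dopamine challenge followed with a further 180 s calcium read.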
# Vif-A3F inh: Vif-A3F binding inhibition; HeLa A3F-eYFP + Vif (tagged APOBEC3F with the HIV-1 protein that degrades it), YFP fluorescence increase; Potency, µM (series often up to 46.1 µM), inactives show at the highest dose activity, negative = active; 390,000 compounds, 0.2% hits; AID 602313; further: potency means the concentration at half of the fitted maximal effect; % of control where 0% means no effect; nearly all actives have a fitted effect of over 65% in size
#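 HeLa cells stably expressing A3F-eYFP plus Vif, plated and incubated overnight at 37 deg C, then exposed to compounds overnight at 37 deg C. Blocked degradation read as raised yellow fluorescence (Ex 488/Em 500-530).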
# D1 PAM: enhances dopamine response at the human D1 receptor | P21728 | HEK293 TREx D1 cells, calcium flux, dopamine EC20 potentiation | potentiation, % at 10 µM | 360,000 compounds, 0.036% hits | AID 504651; in the data active means potentiation above about 30%; further: 0% is about no effect
# RXFP1 agonist: agonists of human relaxin receptor RXFP1 | 370,000 compounds, 0.3% hits | Potency, µM (highest dose often 57.5 µM), for the others: at the top dose activation, usual class: activators | HEK293T-RXFP1 cAMP TR-FRET, 30 min; response scale: percent of porcine relaxin response, buffer zero | Q9HBX9; further: potency means the concentration at half of the fitted maximal effect; on the % scale 0 is the no-effect control and ±100 the full control effect; nearly all actives have a fitted effect of over 60% in size; many of its hits are not listed in these tables
#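 HEK293T cells stably expressing RXFP1 were pretreated with the PDE4 inhibitor Ro 20174, exposed to compounds for 30 min at 37C, lysed, and cAMP was read by TR-FRET. Data normalized to buffer (basal) and 29 nM porcine relaxin (100%).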
# RXFP1 antagonist: RXFP1 (human) relaxin receptor antagonism; Q9HBX9; activity change, negative = inhibition, % at 57.5 µM; AID 1259400; 350,000 compounds, 0.59% hits; HEK293-RXFP1, relaxin-stimulated cAMP HTRF, 30 min; hits give low values;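 active means activity change of -60% or lower, but not beyond a set lower limit; inconclusive means change between -60% and -40%, or beyond the set limit; inactive means change above -40%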; further: on the % scale 0 is the no-effect control and ±100 the full control effect
# The depositor's hits bear a star; ? = inconclusive; nt = no result given; & = joins results of further samples. Unless noted, the call rests on the fitted dose curve; in most records, active means well fitted curve in the direction sought with a large enough effect; inconclusive means small, poorly fitted or top-dose-only effect, or another doubt; inactive means no such curve, though single readings can be large; an effect the other way counts as inactive or inconclusive.
Structure	RXFP1 agonist	D2 potentiator	Vif-A3F inh	D1 PAM	D1 antagonist	Glioma ERSR ind	RXFP1 antagonist	D1 agonist	Vif-APOBEC3G blk
CNS(=O)(=O)c1ccc(NC(=S)Nc2ccc3c(c2)OCO3)cc1	-1.2%	22	2%	-3	1	5%	-18	3	-3%
c1cn(C23CC4CC(CC(C4)C2)C3)cn1	3.7%	-9	-1%	10	14	-3%	-1	2	4%
CCCCN(C(=N)N1CCCCC1)c1nc(C)c([N+](=O)[O-])c(=O)[nH]1	-0.4%	4	2%	2	-17	-1%	nt	2	-2%
O=C(CCN1CCN(c2ccccc2)CC1)NNC(=S)Nc1ccccc1	1.2%	-23	?	-2	-7	-5%	-1	1	0%
CCc1nnc(NS(=O)(=O)c2ccc(NC(=O)c3cccc(OC(F)(F)C(F)F)c3)cc2)s1	nt	nt	2%	nt	nt	6%	-7	nt	-1%
COc1ccc(Nc2nccc(-c3ccc([N+](=O)[O-])cc3)n2)cc1	-2.8%	28	-2%	-7	-4	1%	-1	1	-4%
CCOC(=O)Cc1csc(NC(=O)CN2CCCCC2)n1	0.2%	-4	-24%	-3	14	-8%	-1	6	-3%
CN(C)c1nc(NN)nc(Nc2ccc(F)cc2)n1	6.5%	-8	3%	0	-2	-1%	-8	2	1%
C[C@@H](CSc1ccc(Br)cc1)CN1CC[C@H](O)CCC1=O	-1.9%	nt	-1%	-3	-17	4%&0%	nt	3	1%&0%
O=C(CCC(=O)N1CCc2ccccc2C1)N1CCN(S(=O)(=O)c2ccccc2)CC1	-1.1%	nt	-3%	0	5	-1%	-8	-2	-3%
COc1ccc(C(=O)Nc2ccc(CN3CCS(=O)(=O)CC3)cc2)cc1	1.9%	21	3%	-3	3	-3%	-4	0	-2%
CNS(=O)(=O)c1cccc(C(=O)OCC(=O)N(Cc2ccccc2)C(C)(C)C)c1	1.5%	-4	9%	-8	-11	-2%	10	2	1%
Cc1ccccc1NC1=NCC(c2ccc([N+](=O)[O-])cc2)S1 (centres undefined)	0.1%	nt	11%	-9	14	-4%	-5	5	-1%
Cc1cccc(/C=N/NC(=O)c2cc(C)nc3ccccc23)n1	1.9%	8	?	6	-7	6%	-2	1	1%
CCCCCCCNC(=O)C1(CC2CC(c3cccc(Br)c3)=NO2)CCNCC1 (centres undefined)	-0.7%	nt	-4%	0	3	-12%	nt	8	3%
COc1ccccc1CNC(=O)COC(=O)CCN1C(=O)C2CC=CCC2C1=O (centres undefined)	nt	nt	0%	nt	nt	-2%	-5	nt	2%
COc1cccc(NC(=S)C(C#N)=C2N(C)c3ccccc3N2C)c1	0.2%	10	12%	-2	1	0%	5	1	2%
O=C(C(=O)N1CCCc2ccccc21)c1cn(CC(=O)N2CCOCC2)c2ccccc12	-0.3%	6	9%	10	4	-4%	5	-1	3%
O=C(c1ccccc1F)N1CCN(C(=O)C(c2ccccc2)c2ccccc2)CC1	-2.7%	3	7%	-2	7	-5%	7	-1	1%
O=C(NCCc1ccccn1)c1ccc(COc2ccccc2)o1	0.7%	-12	-2%	-3	2	0%	-9	1	-3%
Cc1cccc(CS(=O)(=O)Cc2ccc(C(=O)NC3CCCCC3)o2)c1	-3.3%	-4	1%	-6	-1	0%	20	3	-1%
O=C(c1ccc2c(c1)CCN2S(=O)(=O)c1ccc(Cl)cc1)N1CCN(c2ccccc2F)CC1	3.5%	-1	-2%	4	2	-2%	-1	2	5%
CCn1c(=O)cc(OCC(=O)NCC2CCCO2)c2ccccc21 (centres undefined)	0.4%	0	2%	-1	2	-2%	-1	3	0%
Cn1ccnc1SC(C(=O)O)c1ccccc1 (centres undefined)	-0.3%	14	0%	1	20	-3%	12	3	2%
CCc1ccc(NC(=O)CCS(=O)(=O)c2cc3c(cc2Cl)NC(=O)CO3)cc1	1.0%	8	5%	-4	-17	1%	nt	4	1%
CC(=O)c1c(C)nc2ccc([N+](=O)[O-])cc2c1-c1ccccc1	-0.1%	6	?	-3	0	-3%	-10	2	-9%
Cn1c(SCc2ccccc2)nnc1-c1ccc2c(c1)OCO2	0.5%	3	2%	1	4	-16%	-10	0	-1%
Cc1ccc2c(c1)NC(=O)C(CC(=O)NCc1cccnc1)O2 (centres undefined)	-0.7%	-7	-4%	nt	-29	-5%	15	8	1%
COc1ccc(C2N3CC4(C)CN2CC(C)(C3)C4)cc1OC (centres undefined)	2.6%	-9	1%	4	-36*	-1%	7	2	-4%
CCOC(=O)c1ccccc1NC(=O)CSc1cccc[n+]1[O-]	-0.1%	10	-11%	-6	5	-3%	-7	0	-3%
CN(C[C@H](Cc1ccccc1)N(C[C@@H](CC1CCCCC1)N(CCc1ccccc1)N=O)N=O)N=O	-1.2%	5	0%	-2	-8	-4%	nt	-1	0%
NC(=O)c1cc([N+](=O)[O-])ccc1NCCN1C(=O)c2ccc(C(=O)O)cc2C1=O	9.1%	-2	17%	0	-29	-2%	-12	2	2%
Cc1cccc(CSc2cccc3cccnc23)c1	21%	-7	-2%	3	3	?	-23	8	?
CC1CCN(CCCCOc2cccc(C(C)C)c2)CC1	2.0%	-29	1%	1	-6	-1%	-1	9	-1%
Brc1cccc(CSc2nnc(-c3ccncc3)o2)c1	2.5%	5	-1%	-3	-2	-4%	-9	1	-2%
CC1(C)CC2CC(C)(CN2C(=O)c2cc(-c3ccc(F)cc3)on2)C1 (centres undefined)	1.0%	18	-4%	-5	10	-3%	4	1	0%
CCOC(=O)C1CCN(C(=O)C(C)N(c2ccc(Oc3ccccc3)cc2)S(C)(=O)=O)CC1 (centres undefined)	0.4%	-5	4%	0	-4	-4%	-8	9	3%
Cc1nc2c3ccccc3nc(NNC(=O)CCC(=O)NCCN3CCN(c4ccccc4)CC3)n2n1	5.3%	-13	-6%	-1	-17	-3%	7	0	0%
CCc1cccc(NC(=O)Cn2c(=O)n(CCc3ccc(OC)c(OC)c3)c(=O)c3ccccc32)c1	19%	1	-4%	-2	2	-5%	nt	7	1%
COc1ccc(Cl)cc1NC(=O)C(=O)NCc1ccncc1	-0.9%	4	4%	-13	-38*	-3%	-3	2	2%
CCn1c(=O)n(CC)c2cc(S(=O)(=O)Nc3cc(C)cc(C)c3C#N)ccc21	23%	-5	-20%	-1	-1	5%	-3	1	-2%
COc1ccc2[nH]cc(CCNC(=O)COc3ccc4ccc(=O)oc4c3)c2c1	0.9%	-13	-3%	-4	-5	-2%	nt	3	-2%
O=C(O)CCN1CCN(S(=O)(=O)c2ccc3ccccc3c2)CC1	0.5%	10	3%	-7	-2	-2%	-3	0	2%
O=[N+]([O-])c1cc(CS(=O)(=O)Oc2ccc(Cl)cc2)c(O)c([N+](=O)[O-])c1	nt	nt	17%	nt	nt	-5%	4	nt	0%
O=C(COC(=O)c1cc(S(=O)(=O)N2CCOCC2)ccc1Cl)Nc1ccc(Cl)cn1	nt	nt	0%	nt	nt	-6%	0	nt	0%
CC(=O)O[C@]1(C(C)=O)CC[C@H]2[C@@H]3C=C(Cl)C4=CC(=O)CC[C@]4(C)[C@H]3CC[C@@]21C	0.2%	8	3%	-5	15	-2%&1%	-83*	3	0%
c1ccc(OCCSc2nnnn2C2CCCCC2)cc1	-0.7%	9	-1%	-2	-1	-1%	-11	1	-7%
O=C(Cc1ccccc1)Nc1nc2ccccc2[nH]1	0.8%	2	2%	10	8	9%	21	1	-6%
Cc1cccc(NS(=O)(=O)c2cccc(C(=O)N3CCCC(C(F)(F)F)C3)c2)c1 (centres undefined)	0.7%	7	?	-5	-7	-5%	-11	6	-1%
CC(=O)Nc1nc(N2C(=O)c3ccccc3C2=O)n(-c2ccccc2)n1	-1.1%	4	nt	3	5	-5%	-11	1	2%

# Further results.
Structure	RXFP1 agonist	D2 potentiator	Vif-A3F inh	D1 PAM	D1 antagonist	Glioma ERSR ind	RXFP1 antagonist	D1 agonist	Vif-APOBEC3G blk
Cc1nnc(SCC(=O)c2cc(C)n(-c3c(C)n(C)n(-c4ccccc4)c3=O)c2C)s1	-0.6%	-10	4%	-4	5	-3%	-7	3	-3%
N=C(N)CCCOc1ccccc1-c1ccccc1	1.1%	-8	4%	-1	12	-4%	-2	1	0%
Cc1noc(/C=C/N(C)C)c1S(=O)(=O)N1CCCC(C(=O)Nc2ccc(F)cc2F)C1 (centres undefined)	-0.5%&2.6%	-1&-4	1%&0%	0&-3	-5&4	-2%&-4%	?	0&-1	-7%&0%
COc1ccccc1CC(=O)Nc1cccc2ccccc12	-0.5%	5	5%	-4	0	-3%	-2	1	-4%
CCOCCCNC(=O)c1c[nH]c2c(CC)cccc2c1=O	3.1%	4	13%	2	0	-1%	0	2	1%
Cc1c(C(=O)Nc2cccc(S(=O)(=O)N3CCCC3)c2)oc2ccccc12	-0.5%	4	7%	4	7	-3%	8	0	-2%
CCCCN(Cc1ccccc1)C(=O)C1CCN(S(=O)(=O)c2c(C)noc2C)CC1	0.5%	-3	-1%	8	-3	-2%	-1	5	0%
CC(C)(C)N(Cc1ccccc1)C(=O)COC(=O)CN1C(=O)C2CC=CCC2C1=O (centres undefined)	-0.7%	-2	1%	0	14	-5%	-6	5	-3%
Cc1cc(C)c2c(=O)[nH]c(SCC(=O)N(C)C)nc2n1	0.1%	37*	-3%	2	-1	-2%	-18	2	-1%
CCCCC1(C(=O)OCC)NC(c2ccc(O)cc2)C2C(=O)N(c3ccccc3)C(=O)C21 (centres undefined)	0.2%	-8	-20%	1	-1	-2%	-5	7	-5%
COc1ccc(CN2CCN(C3CCC3)CC2CCO)c(F)c1 (centres undefined)	2.2%	-3	-1%	2	1	3%	-5	3	1%

# Entries of single compounds, looked up by structure.
# Record of Cc1nnc(SCC(=O)c2cc(C)n(-c3c(C)n(C)n(-c4ccccc4)c3=O)c2C)s1 → RXFP1 agonist: -0.6%; D2 potentiator: -10; Vif-A3F inh: 4%; D1 PAM: -4; D1 antagonist: 5; Glioma ERSR ind: -3%; RXFP1 antagonist: -7; D1 agonist: 3; Vif-APOBEC3G blk: -3%
# Record of COc1ccccc1CC(=O)Nc1cccc2ccccc12 → RXFP1 agonist: -0.5%; D2 potentiator: 5; Vif-A3F inh: 5%; D1 PAM: -4; D1 antagonist: 0; Glioma ERSR ind: -3%; RXFP1 antagonist: -2; D1 agonist: 1; Vif-APOBEC3G blk: -4%

# A portion of the library; the hit share may differ from the screen's.
